# Screening data (PubChem)
# IP6K1 inhibitor – IP6K1 kinase inhibition | IP6K1 kinase, ADP-Glo luminescence, 2 h; hits give low values | activity change, % (series mostly up to about 58 µM) | actives 0.81% (n = 140,000); in the data active means activity change below about -25%
# Target sequence (Q92551 whole entry, looked up): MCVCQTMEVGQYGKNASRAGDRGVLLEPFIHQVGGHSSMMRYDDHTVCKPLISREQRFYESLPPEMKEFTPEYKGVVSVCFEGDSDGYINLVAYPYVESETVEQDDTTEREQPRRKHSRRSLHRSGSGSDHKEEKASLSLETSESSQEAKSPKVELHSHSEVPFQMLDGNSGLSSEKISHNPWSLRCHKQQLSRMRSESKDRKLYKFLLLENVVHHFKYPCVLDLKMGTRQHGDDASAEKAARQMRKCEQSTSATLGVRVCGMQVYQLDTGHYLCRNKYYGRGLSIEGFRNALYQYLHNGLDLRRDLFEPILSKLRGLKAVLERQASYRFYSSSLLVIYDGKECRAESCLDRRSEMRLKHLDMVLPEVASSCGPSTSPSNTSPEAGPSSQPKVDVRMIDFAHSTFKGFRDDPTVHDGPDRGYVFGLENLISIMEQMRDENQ
#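 ADP-Glo luminescence measures ADP made by human IP6K1 during a 2 h RT reaction with ATP/IP6 (mix at 1.3 mM/130 uM); top library doses 57.5 and 19.1 uM final.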
# Luciferase inh – Photinus pyralis luciferase inhibition; P08659; purified P. pyralis luciferase, luminescence, biochemical; Potency, µM (titrated, usually from 115 µM), for inactives: top-dose activity change, negative = inhibition, usual class: inhibitors; actives 2.5% (n = 76,000); AID 1347043; further: potency means the concentration at half of the fitted maximal effect; nearly all actives have a fitted effect of over 65% in size
# Target sequence (P08659 whole entry, looked up): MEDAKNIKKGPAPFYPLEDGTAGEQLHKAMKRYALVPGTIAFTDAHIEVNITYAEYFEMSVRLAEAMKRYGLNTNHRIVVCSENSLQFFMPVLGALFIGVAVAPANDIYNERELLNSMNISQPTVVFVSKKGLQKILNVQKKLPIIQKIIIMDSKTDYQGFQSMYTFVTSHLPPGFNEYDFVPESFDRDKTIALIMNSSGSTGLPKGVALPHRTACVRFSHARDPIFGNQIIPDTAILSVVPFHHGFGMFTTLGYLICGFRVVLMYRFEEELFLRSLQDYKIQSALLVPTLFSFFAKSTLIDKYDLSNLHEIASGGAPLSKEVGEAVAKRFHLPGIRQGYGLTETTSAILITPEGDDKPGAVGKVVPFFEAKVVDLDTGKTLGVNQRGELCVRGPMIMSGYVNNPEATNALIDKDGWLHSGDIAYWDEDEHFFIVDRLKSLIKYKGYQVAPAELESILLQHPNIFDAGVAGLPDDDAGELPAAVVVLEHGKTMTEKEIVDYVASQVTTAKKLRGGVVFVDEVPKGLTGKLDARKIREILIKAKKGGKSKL
#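 Cell-free enzyme assay, 10nM P. pyralis luciferase, luciferin and ATP each at 10uM. Inhibition profiled over a 6-point titration, read as luminescence.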
# GPT2 inh – blocks human glutamate pyruvate transaminase 2. Q8TD30. AID 1671188. actives 0.25% (n = 100,000). Potency, µM (titrated, usually from 57.7 µM), inactives show at the top dose activity change, negative = inhibition, most hits filed as inhibitors. Recombinant GPT2, coupled pyruvate oxidase/HRP Amplex Red fluorescence; further: potency means the concentration at half of the fitted maximal effect; nearly all actives have a fitted effect of over 60% in size; many of its hits are not listed in these tables
#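 Recombinant GPT2 (10ng/uL) with 250uM a-KG and 2mM L-alanine, 30 min at room temperature, in HEPES pH 7.5 buffer. Pyruvate detected by pyruvate oxidase/HRP/Amplex Red fluorescence after 30 min in the dark; AOA (50uM) as positive control.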
# HEK cytotox – kills HEK 293 cells. HEK 293 viability, ATP luminescence (CellTiter-Glo), 48-72 h. actives 6.6% (n = 94,000). AID 1345083. Potency, µM (highest dose often 115 µM), for the others: top-dose activity change, negative = cytotoxicity, actives largely listed as inhibitors; further: potency means the concentration at half of the fitted maximal effect; nearly all actives have a fitted effect of over 60% in size
#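 Cytotoxicity was scored by loss of ATP-coupled luminescence (CellTiter-Glo) in HEK 293 cells. Compound treatment ran 48 or 72 hr at 37 degree Celsius, 5% CO2, 95% humidity.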
# HEK293 viab – reduces viability of HEK-293 SNCA reporter cells. actives 0.12% (n = 150,000). HEK-293-SNCA-luc viability, GF-AFC fluorescence, 24 h. Potency, µM (highest dose often 57.1 µM), inactives show at the highest dose activity change, negative = cytotoxicity, actives largely listed as cytotoxic. AID 1671193;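 further: potency means the concentration at half of the fitted maximal effect; 0% = DMSO-treated cells and -100% = medium-only wells without cells; nearly all actives have a fitted effect of over 30% in size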
#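 HEK-293-SNCA-luc cells (1500/well) plated 24 h, then exposed 24 h to a dilution series; GF-AFC added 30 min at 37C, fluorescence 405/540 nm; normalised to medium-only and DMSO wells, Hill fit.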
# NIH3T3 tox – kills NIH 3T3 cells | AID 1345082 | actives 4.3% (n = 94,000) | NIH 3T3 viability, CellTiter-Glo ATP luminescence, 48-72 h | Potency, µM (highest dose often 96.7 µM), for inactives: at the highest dose activity change, negative = cytotoxicity, hits mostly inhibitors; further: potency means the concentration at half of the fitted maximal effect; nearly all actives have a fitted effect of over 55% in size
#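 Cells were seeded at 400 per well, treated with pin-transferred compound, and kept 48 or 72 hr at 37 °C before CellTiter-Glo addition and luminescence imaging of cellular ATP.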
# SNCA expr inhib – SNCA gene expression inhibition. AID 1671194. Potency, µM (titrated, usually from 57.2 µM), for the others: at the top dose activity change, negative = inhibition, hits mostly inhibitors. HEK-293 SNCA-luciferase knock-in, luminescence, 24 h. actives 0.17% (n = 140,000);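 further: potency means the concentration at half of the fitted maximal effect; plate controls were DMSO cells for no effect and cell-free wells for full effect; nearly all actives have a fitted effect of over 45% in size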
# Active calls of the source: *; i = inactive; ? = inconclusive; . = no result given; [ ] = another dose, or the depositor's remark. Unless noted, the call rests on the fitted dose curve; in most records, active means well fitted curve in the direction sought with a large enough effect; inconclusive means small, poorly fitted or top-dose-only effect, or another doubt; inactive means no such curve, though single readings can be large; an effect the other way counts as inactive or inconclusive. Unless noted, on the % scale 0 is the no-effect control and ±100 the full control effect. An excerpt. The share of hits here may be higher or lower than overall.
# Short keys – A = IP6K1 inhibitor; B = Luciferase inh; C = GPT2 inh; D = HEK cytotox; E = HEK293 viab; F = NIH3T3 tox; G = SNCA expr inhib
CN(c1ccccc1)c1ccc2nnc(-c3ccc(F)cn3)n2n1
  A: -11	B: -3%[172 µM]	C: -6%[88.5 µM]	D: ?	E: -2%[87.6 µM]	F: ?	G: 14%[87.6 µM]
COc1ccc(OC)c(NC(=O)CN2C(=O)CC(c3ccco3)Sc3ccccc32)c1 (configuration not stated)
  A: -13	B: .	C: .	D: .	E: -13%	F: .	G: -18%
COCc1ccc2c(c1)c(OC(C)(C)C(=O)NCc1cnccn1)nn2Cc1ccccc1
  A: 2	B: -9%	C: 0%	D: ?	E: -2%	F: 40µM*	G: 20%
Cc1cc(N(CCO)Cc2ccccc2)n2nc(-c3ccc(C(C)(C)C)cc3)nc2n1
  A: 8	B: .	C: .	D: .	E: 4%	F: .	G: 36%[activator]
COc1cc(CNCCSc2nnnn2C)ccc1OCc1c(F)cccc1Cl
  A: -13	B: .	C: .	D: .	E: ?	F: .	G: 28%
COc1ccc(C(=O)NCC(c2ccc(N(C)C)cc2)N2CCc3ccccc32)cc1 (configuration not stated)
  A: 4	B: .	C: .	D: .	E: -22%	F: .	G: -12%
O=C(Cc1ccc(F)cc1)NC1CCN(c2ccccc2)C1=O (configuration not stated)
  A: -9	B: 0%	C: i	D: -5%	E: 6%	F: i	G: 12%
COCCN(C)C[C@@H]1CN(C(=O)c2ccc(=O)n(C)c2)C[C@@H]1CO
  A: -3	B: -1%	C: i	D: -10%	E: 0%	F: -15%	G: -9%
CC(Sc1ncc(S(=O)(=O)c2ccc(C(C)C)cc2)c(N)n1)C(=O)Nc1ccccc1 (configuration not stated)
  A: 14	B: .	C: .	D: .	E: -27%	F: .	G: ?
O=C(c1cccs1)N1CCCN(c2cc(-c3ccc(Cl)cc3)[nH]n2)CC1
  A: 2	B: ?	C: i	D: 45µM*	E: -4%	F: ?	G: -27%
CC(=O)c1c(C)n(-c2ccc(C)cc2)c2ccc(OC(=O)COc3ccccc3)cc12
  A: 5	B: .	C: .	D: .	E: -9%	F: .	G: ?
COCCNC(=O)[C@@H]1C[C@H](Oc2cccnc2)CN1C(=O)Cc1c[nH]c2ccccc12
  A: 9	B: -14%	C: i	D: 1%	E: -4%	F: -4%	G: -7%
O=C(c1ccccc1)N1Cc2[nH]cnc2C[C@H]1c1nc(-c2ccncc2)no1
  A: -2	B: -4%[172 µM]	C: i	D: -17%[172 µM]	E: 3%[87.6 µM]	F: -27%[174 µM]	G: -14%[87.6 µM]
Cc1ccccc1C(=O)NC1CCN(c2cc(-c3cccs3)[nH]n2)C1 (configuration not stated)
  A: -3	B: -7%	C: ?	D: ?	E: -9%	F: -23%	G: -15%
O=C(CSc1nccn1Cc1ccc(F)cc1)NCc1ccccc1
  A: -6	B: .	C: .	D: .	E: 2%	F: .	G: 33%[activator]

# Reformatted: 3 of the compounds above
SMILES	IP6K1 inhibitor	Luciferase inh	GPT2 inh	HEK cytotox	HEK293 viab	NIH3T3 tox	SNCA expr inhib
O=C(c1ccccc1)N1Cc2[nH]cnc2C[C@H]1c1nc(-c2ccncc2)no1	-2	-4%[172 µM]	i	-17%[172 µM]	3%[87.6 µM]	-27%[174 µM]	-14%[87.6 µM]
Cc1ccccc1C(=O)NC1CCN(c2cc(-c3cccs3)[nH]n2)C1 (configuration not stated)	-3	-7%	?	?	-9%	-23%	-15%
O=C(CSc1nccn1Cc1ccc(F)cc1)NCc1ccccc1	-6	.	.	.	2%	.	33%[activator]

# Additional results:
# Short keys – A = IP6K1 inhibitor; B = Luciferase inh; C = GPT2 inh; D = HEK cytotox; E = HEK293 viab; F = NIH3T3 tox; G = SNCA expr inhib
CCSc1nc2sc3c(c2c(=O)n1-c1ccc(C)c(Cl)c1)CCN(C(C)=O)C3
  A: 0	B: .	C: .	D: .	E: ?	F: .	G: -7%
COc1cccc(NC(=O)Cn2nc3n(c2=O)CCCC3)c1
  A: 0	B: -14%	C: i	D: -4%	E: 2%	F: -4%	G: 10%
COc1ccc(-c2nc3ccccc3s2)cc1NC(=O)c1ccc(F)cc1
  A: 27	B: .	C: .	D: .	E: -3%	F: .	G: 28%
O=C(O)C1CCCN(Cc2ccccc2OCCCN2CCOCC2)C1 (configuration not stated)
  A: 32	B: -5%	C: -7%[11.5 µM]	D: ?	E: 4%	F: -4%	G: -28%
Cc1ccc(C2=Nc3ccccc3N=C(c3ccc(F)cc3)C2)c(O)c1
  A: -12	B: .	C: .	D: .	E: 1%	F: .	G: 22%
Cc1ccccc1S(=O)(=O)N1CCn2c(nn(CC3CC3)c2=O)C1
  A: -1	B: 5%	C: i	D: -1%	E: -12%	F: -1%	G: ?
CCOC(=O)c1ccc(NC(=O)c2c(-c3c(F)cccc3Cl)noc2C)cc1
  A: -1	B: .	C: .	D: .	E: 11%	F: .	G: 1%
O=C(CCN1c2ccccc2Sc2ccccc21)N1CCCC(c2nc(C3CCOCC3)no2)C1 (configuration not stated)
  A: 24	B: -3%	C: 0%	D: 40µM*	E: -8%	F: ?	G: -13%
Cc1nn(C)c(C)c1CCC(=O)N1CCc2[nH]cnc2C1C(=O)O (configuration not stated)
  A: 5	B: -6%	C: ?	D: -34%	E: 0%	F: -4%	G: 11%
O=C(c1ccc(Cl)cc1)N1CC2(CCCN2CC2CCCCC2)Cc2ccccc21 (configuration not stated)
  A: 3	B: .	C: ?	D: ?	E: 3%	F: ?	G: -6%
Cn1cccc1CN1CC2(C1)NC(=O)c1ccccc1O2
  A: -2	B: 1%[172 µM]	C: i	D: ?	E: 5%[87.6 µM]	F: -26%[138 µM]	G: -26%[87.6 µM]
CCCNC(=O)N1CCC2(CC1)NCCc1c2[nH]c2ccccc12
  A: -12	B: -13%	C: i	D: ?	E: -3%[12.5 µM]	F: -27%	G: -15%
CO[C@H]1CN(C2CCN(C(=O)c3cccs3)CC2)[C@H]1c1cccnc1
  A: 13	B: .	C: 5%	D: -21%	E: -28%	F: -22%	G: 16%
CCc1ccc(NC(=O)C2CCN(S(=O)(=O)c3c(C)noc3/C=C/c3ccco3)CC2)cc1
  A: 31	B: .	C: .	D: .	E: -6%	F: .	G: 14%
Cc1noc(C)c1NC(=O)N1CCC(c2n[nH]c(=O)n2-c2ccccc2)CC1
  A: 14	B: 7%	C: 2%	D: -18%	E: 11%	F: -12%	G: -5%

# Other results
# Short keys – A = IP6K1 inhibitor; B = Luciferase inh; C = GPT2 inh; D = HEK cytotox; E = HEK293 viab; F = NIH3T3 tox; G = SNCA expr inhib
Cc1cc(F)ccc1NC(=O)C1CN(S(C)(=O)=O)CC12CCCCC2 (configuration not stated)
  A: 19	B: 6%	C: i	D: ?	E: -18%	F: -1%	G: -12%
CCOC(=O)Cn1c(=O)n(C2CCCCC2)c2nc(-c3ccc(Cl)cc3)nc(C(N)=O)c21
  A: 14	B: .	C: .	D: .	E: -12%	F: .	G: -1%
Cc1ccc(-c2ccc3nnc(CNC(=O)c4ccc(F)c(F)c4)n3n2)cc1C
  A: 6	B: 0%	C: -4%	D: ?	E: -3%	F: ?	G: ?
COCCOC1CN(C2CCN(C(=O)CC3CCN(C(C)=O)CC3)CC2)C12CCCCC2 (configuration not stated)
  A: -5	B: -8%	C: -2%	D: -11%	E: 0%	F: -14%	G: 0%
Cc1ccccc1-c1nc(C2CC(=O)N(c3ccc(F)cc3)C2)no1 (configuration not stated)
  A: 7	B: 6%	C: ?	D: ?	E: 9%	F: ?	G: 26%
O=C(c1ccc2c(Cl)c3c(nc2c1)CCCC3)N1CCN(c2ccc(Cl)cc2)CC1
  A: -10	B: .	C: .	D: .	E: -7%	F: .	G: 10%
Cc1ccc(CNC(=O)C(=O)NCC(c2cccs2)S(=O)(=O)c2ccccc2)cc1 (configuration not stated)
  A: 23	B: .	C: .	D: .	E: 5%	F: .	G: 9%
Cc1cccc(Cn2ccn(Cc3ccc(Cl)cc3)c(=O)c2=O)c1
  A: -9	B: .	C: .	D: .	E: -5%	F: .	G: -20%
O=C(C1CC1)N1CCN(CCn2nc3n(c2=O)CCCC3)CC1
  A: -4	B: .	C: .	D: 0%[172 µM]	E: .	F: -9%[138 µM]	G: .
Cc1ccc([S+](=O)([O-])N2CCc3nc(C(C)C)nc(-c4ccc(O)cc4)c3C2)cc1
  A: 24	B: .	C: 3%	D: ?	E: ?	F: -24%	G: -13%
CCOC(=O)C1CCN(C(c2cccc(F)c2)c2c(O)cc(C)n(CCOC)c2=O)CC1 (configuration not stated)
  A: 21	B: .	C: .	D: .	E: 6%	F: .	G: 20%
CSc1ccc(CCNC(=O)c2cc(C)nc3c2c(C)nn3-c2cccc(F)c2)cc1
  A: 15	B: .	C: .	D: .	E: -11%	F: .	G: 8%
Cc1cc(C)cc(NC(=O)N2CCC(F)(c3nc(-c4ccncc4)no3)CC2)c1
  A: 25	B: .	C: -7%	D: ?	E: -9%	F: ?	G: -17%
Cc1ccc2c(CC(=O)Nc3c(C(=O)c4ccc(F)cc4)oc4ccccc34)coc2c1
  A: -3	B: .	C: .	D: .	E: 5%	F: .	G: 8%
CCCC(=O)N1Cc2ccccc2CC2(CCN(Cc3ccc(O)cc3)C2)C1 (configuration not stated)
  A: -5	B: .	C: i	D: ?	E: -22%	F: ?	G: -1%
O=[S+]1([O-])c2ccccc2C(OCc2ccccc2)CN1c1c(Cl)cccc1Cl (configuration not stated)
  A: 8	B: .	C: .	D: ?	E: .	F: ?	G: .
CSCCC(NS(=O)(=O)c1ccc2c(c1)oc(=O)n2C)C(=O)NCc1ccc(F)cc1 (configuration not stated)
  A: 11	B: .	C: .	D: .	E: 4%	F: .	G: 1%

# Four of the compounds above, bar-delimited.
SMILES | IP6K1 inhibitor | Luciferase inh | GPT2 inh | HEK cytotox | HEK293 viab | NIH3T3 tox | SNCA expr inhib
CCOC(=O)C1CCN(C(c2cccc(F)c2)c2c(O)cc(C)n(CCOC)c2=O)CC1 (configuration not stated) | 21 | . | . | . | 6% | . | 20%
Cc1ccc2c(CC(=O)Nc3c(C(=O)c4ccc(F)cc4)oc4ccccc34)coc2c1 | -3 | . | . | . | 5% | . | 8%
Cc1cc(F)ccc1NC(=O)C1CN(S(C)(=O)=O)CC12CCCCC2 (configuration not stated) | 19 | 6% | i | ? | -18% | -1% | -12%
O=C(c1ccc2c(Cl)c3c(nc2c1)CCCC3)N1CCN(c2ccc(Cl)cc2)CC1 | -10 | . | . | . | -7% | . | 10%
